# CHRM4 PAM: potentiates acetylcholine response at human M4 receptor; P08173; CHO-K1 hM4/Gqi5, Fluo-8 calcium fluorescence, ACh EC20; 0% = ACh EC20, 100% = maximal ACh; activation, % at 3 µM; hit rate 0.4% among 360,000; AID 624126;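 active means activation above its plate's cutoff, the mean activation of sample wells plus 3 SD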; further: some results filed as inactive read as strong as hits
# Target sequence (P08173 whole entry, looked up): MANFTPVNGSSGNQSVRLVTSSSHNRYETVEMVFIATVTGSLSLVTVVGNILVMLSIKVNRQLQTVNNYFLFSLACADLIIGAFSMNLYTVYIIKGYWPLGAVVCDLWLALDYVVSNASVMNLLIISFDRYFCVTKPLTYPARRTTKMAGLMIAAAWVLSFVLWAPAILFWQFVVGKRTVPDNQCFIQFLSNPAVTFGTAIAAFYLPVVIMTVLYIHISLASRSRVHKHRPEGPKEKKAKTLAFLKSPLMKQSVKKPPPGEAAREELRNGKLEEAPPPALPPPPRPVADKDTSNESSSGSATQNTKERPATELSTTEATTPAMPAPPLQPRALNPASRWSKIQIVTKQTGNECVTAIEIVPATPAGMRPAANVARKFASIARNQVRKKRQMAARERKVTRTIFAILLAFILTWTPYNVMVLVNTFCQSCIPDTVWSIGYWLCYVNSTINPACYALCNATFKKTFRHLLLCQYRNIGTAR
# CHO-K1 Ca ag: nonselective activator or artifact in parental CHO-K1 cells | Fluo-8 calcium fluorescence; scaled to maximal ATP response, vehicle zero | activation, % at 3 µM | hit rate 0.48% among 360,000; in the data active means activation above about 15%;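 further: untransfected CHO-K1 host cells lacking M1 receptor as counterscreen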
# CHRM5 antagonist: antagonists of human muscarinic M5 receptor (CHRM5). hit rate 0.59% among 360,000. CHO-hM5 cells, Fluo-8 calcium fluorescence, ACh EC80. inhibition, % at 3 µM. P08912;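 active means inhibition above a per-plate cutoff, the mean of that plate's test compounds plus 3 SD, cut at about 27% in these data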;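 further: 0% = acetylcholine EC80 with DMSO and 100% = DMSO without agonist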
# Target sequence (P08912 whole entry, looked up): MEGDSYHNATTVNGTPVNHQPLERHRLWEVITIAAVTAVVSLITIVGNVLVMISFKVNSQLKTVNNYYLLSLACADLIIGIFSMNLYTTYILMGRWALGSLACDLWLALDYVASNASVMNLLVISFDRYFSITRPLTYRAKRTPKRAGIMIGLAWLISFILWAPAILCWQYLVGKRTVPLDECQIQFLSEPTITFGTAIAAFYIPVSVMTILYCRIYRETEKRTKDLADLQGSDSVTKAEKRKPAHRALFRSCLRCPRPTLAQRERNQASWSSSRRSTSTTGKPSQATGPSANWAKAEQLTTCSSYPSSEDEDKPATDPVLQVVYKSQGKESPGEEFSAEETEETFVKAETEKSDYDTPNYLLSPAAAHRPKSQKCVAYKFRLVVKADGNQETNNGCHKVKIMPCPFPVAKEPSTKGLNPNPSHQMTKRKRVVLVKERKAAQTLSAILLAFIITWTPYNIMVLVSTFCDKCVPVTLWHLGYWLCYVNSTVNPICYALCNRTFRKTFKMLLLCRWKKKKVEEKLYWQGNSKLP
# M1 PAM parental: M1 PAM counterscreen hit in parental CHO-K1 cells; ATP EC20, Fluo-8 calcium fluorescence; 0% at ATP EC20, 100% at ATP max; activation, % at 3 µM; hit rate 0.02% among 360,000;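 active means activation above the run cutoff, the mean activation of all test compounds plus 3 SD, cut at about 40% in these data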;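 further: peak over basal fluorescence ratio in a 140 s read after ATP addition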
# CHRM5 PAM: CHRM5 positive allosteric modulation; P08912; CHO-K1 hM5, Fluo-8 calcium, ACh EC20 PAM; 0% = ACh EC20, 100% = ACh EC100; activation, % at 3 µM; hit rate 0.3% among 360,000; AID 624038;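 active means activation above the run cutoff, the mean activation of all test compounds plus 3 SD, cut at about 18% in these data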
#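 Assay system: CHO-K1 hM5 cells. Also added: acetylcholine at EC20 concentration, added after compound. Dosing: 3 µM, single dose. Times: compound preincubation 140 s before EC20 acetylcholine addition. Signal: Fluo-8 calcium fluorescence. Measure: % activation relative to EC20 and EC100 ACh responses. Repeats: singlicate, one well per test compound.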
# CHRM5 agonist: agonists of human muscarinic M5 receptor (CHRM5); hit rate 0.19% among 360,000; activation, % at 3 µM; CHO-K1 hM5 cells, Fluo-8 calcium fluorescence; 0% DMSO wells, 100% maximal acetylcholine response;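 active means activation above the run's mean over test compounds plus 3 SD, cut at about 23% in these data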;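 further: signal is peak over basal fluorescence ratio across the kinetic read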
# CHO-K1 Ca antag: nonselective inhibitor or artifact in parental CHO-K1 cells; inhibition, % at 3 µM; hit rate 0.6% among 360,000; ATP-induced calcium, Fluo-8 fluorescence; AID 602250;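 active means inhibition above a per-plate cutoff, the plate's mean sample inhibition plus 3 SD, cut at about 24% in these data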;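 further: 0% = DMSO plus EC80 ATP and 100% = DMSO alone without ATP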
# CHRM4 antagonist: antagonists of human muscarinic M4 receptor (CHRM4) | inhibition, % at 3 µM | hit rate 0.73% among 360,000 | CHO-hM4 cells, ACh EC80, Fluo-8 calcium fluorescence | P08173;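 active means inhibition above its plate's cutoff, the mean inhibition of sample wells plus 3 SD, cut at about 27% in these data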;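 further: 0% = acetylcholine EC80 with DMSO and 100% = DMSO without agonist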
# M4 ag: CHRM4 agonism in calcium assay; P08173; CHO-K1 hM4/Gqi5, Fluo-8 calcium fluorescence; vehicle 0%, full acetylcholine response 100%; activation, % at 3 µM; hit rate 0.14% among 360,000; AID 624127;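 active means activation above the run mean over all test wells plus 3 SD, cut at about 32% in these data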;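 further: peak over basal fluorescence ratio per well then scaled between controls; 0% = DMSO wells and 100% = acetylcholine at EC100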
# Active calls of the source: *; x = no result given.
SMILES,CHRM4 PAM,CHO-K1 Ca ag,CHRM5 antagonist,M1 PAM parental,CHRM5 PAM,CHRM5 agonist,CHO-K1 Ca antag,CHRM4 antagonist,M4 ag
O=C(COc1ccc2c(-c3ccccc3)cc(=O)oc2c1)NCCCN1CCOCC1,0,0.8,16,12,0,-4,-19,4,0
O=C(NCCCn1ccnc1)C(=O)NCc1ccccc1,8,0.2,3,10,-1,-2,-7,-7,0
O=C(c1cn(-c2ccccc2)nc1-c1cccc([N+](=O)[O-])c1)N1CCCCC1,5,0.5,-12,8,2,-2,4,-10,2
C[C@@H]1Cn2cnc(C(=O)N[C@@H](Cc3c[nH]c4ccccc34)C(=O)OC(C)(C)C)c2C(=O)N1,-6,2.1,4,-8,-4,2,5,-6,7
O=C1CC(c2cccc(Cl)c2)c2cc3c(cc2N1)CCC3 (stereo unspecified),-4,2.2,6,10,-5,1,-10,7,0
c1ccc2n[nH]nc2c1,0,0.8,14,9,-6,2,-10,-4,1
O=C(NCCN1C(=O)S/C(=C\c2ccccc2F)C1=O)C1CC(=O)N(Cc2ccccc2)C1 (stereo unspecified),-14,9.2,7,-5,-19,5,3,18,17
COc1ccc(C(=O)OCC(=O)NC(C)CCc2ccccc2)cc1OC (stereo unspecified),-3,3.2,9,-6,-7,-2,-15,-10,2
O=C1c2ccccc2NC(c2cccc(O)c2)N1c1ccccc1 (stereo unspecified),-5,0.6,8,16,-1,0,-9,-2,1
COc1ccc(NC(=O)C2CCCC2)cc1S(=O)(=O)N1CCOCC1,8,0.7,5,8,7,7,-10,-3,2
O=C(NCCCn1ccnc1)c1cccc(Cl)c1,-4,0.4,-1,13,1,-6,-4,16,1
COC(=O)C(C)Sc1nc2c(cnn2-c2ccc(Cl)cc2)c(=O)[nH]1 (stereo unspecified),6,0.3,5,1,-6,-6,-10,-29,0
O=C(NO)c1ccc(OC(F)F)cc1,-4,0.0,1,-4,-2,-1,5,1,0
O=C(Nc1ccc2c(c1)OCCO2)C(C1CC1)n1c(=O)c(-c2cc3ccccc3[nH]2)nc2ccccc21 (stereo unspecified),2,x,-8,x,16,4,x,-14,7
CCN1C[C@@H]2[C@@H]3C(=O)N(C)C(=O)[C@@H]3[C@](Cc3ccccc3)(C1=O)N2C(=O)c1ccc(C(C)(C)C)cc1,-3,0.6,18,21,-2,6,-12,8,4
CN(C)/C=N/c1sc2c(c1C#N)CCC2,-2,-0.1,-3,14,1,-4,-15,1,1
C=CCN(CC=C)C(=O)c1c(OC)cccc1OC,-3,0.0,-2,7,1,-2,-13,-4,0
Oc1cc(CNCc2ccccc2)c(O)cc1CNCc1ccccc1,2,0.8,19,9,-6,5,-14,2,1
Oc1ccc(/C=N/N=C/c2ccc(O)cc2)cc1,4,1.0,-14,10,4,2,7,0,1
CN(C)S(=O)(=O)c1ccc(C(=O)Nc2ccc(CN3CCCC3)cc2)cc1,-18,-0.3,6,15,-8,-7,-8,69*,1
O=C(Nc1ccccc1N1CCOCC1)c1ccncc1,11,0.4,-15,13,6,6,-6,-12,2
O=S(=O)(c1ccc2ccccc2c1)N1CCOCC1,-6,1.2,3,-4,2,-4,-16,7,0
CS(=O)(=O)N(CC(=O)N/N=C/c1cccs1)c1cccc(Cl)c1Cl,-2,2.7,-4,12,-6,0,-10,-2,8
O=C1C=C(c2ccc3cc[nH]c3c2)C[C@@H](c2ccc3c(c2)OCO3)C1,-1,12,6,10,0,3,7,3,7
CC(=O)Nc1nc(COc2ccc3ccccc3c2)cs1,-11,6.2,8,17,-14,7,-3,11,19

# Next part
SMILES,CHRM4 PAM,CHO-K1 Ca ag,CHRM5 antagonist,M1 PAM parental,CHRM5 PAM,CHRM5 agonist,CHO-K1 Ca antag,CHRM4 antagonist,M4 ag
Cc1ccc(C(=O)COC(=O)CCC(=O)Nc2cc(Cl)ccc2Cl)cc1[N+](=O)[O-],3,0.8,0,12,-2,-1,-7,-2,0
Cc1ccc2c(c1)[C@H]1OCC[C@H]1[C@@H](c1ccncc1)N2,-2,-0.3,6,-12,-5,2,21,0,0
CC(=O)Oc1ccccc1Cn1c(C)c(C(=O)NCc2ccc(F)cc2)sc1=O,-3,5.0,3,16,-8,12,-7,7,10
COc1ccc(C(=O)O)cc1S(=O)(=O)Nc1ccc2cn[nH]c2c1,4,1.2,19,23,0,1,-12,-7,0
CN(CC1CCCN(CCc2ccccc2F)C1)C(=O)c1cc2ccccc2o1 (stereo unspecified),-12,2.0,6,11,-15,-3,-1,37*,1
CCOc1ccc(NC(=O)COc2ccc3c(c2)CCC3)cc1OC,8,1.3,-1,0,1,-1,-17,-16,5
COC(=O)c1c(O)ccc(Oc2ccccc2)c1C(=O)OC,3,0.9,5,10,-2,-6,5,-1,1
COc1cccc(NC(=O)C(C)(C)C)c1,12,-0.1,5,-14,7,3,-5,3,1
COc1ccc(-c2nc(C#N)c(N3CCN(C(=O)c4ccco4)CC3)o2)cc1OC,11,0.4,7,-4,0,-3,-14,8,1
CN(c1ccc(C(=O)N2CCc3ccccc3C2)cc1)S(C)(=O)=O,6,2.0,-3,5,-5,0,-6,-2,2
O=C(NCC(c1ccco1)N1CCc2ccccc2C1)C(=O)Nc1ccccc1F (stereo unspecified),-9,8.7,3,-11,-4,0,7,-7,3
O=C(O)CCCC(=O)Nc1ccccc1C(=O)N1CCCC1,6,-0.1,0,-2,5,1,-4,-7,0
CN(CC(=O)Nc1ccc(Cl)cc1)C(=O)Cn1[nH]c(=O)c2ccccc2c1=O,3,0.0,7,-20,-2,-2,-5,-9,1
CN(C)c1ccc(/C=C(\C#N)c2ccccc2)cc1,8,-0.4,0,15,-3,-10,-20,-1,-1
COc1cc(OC)cc(-c2noc([C@H]3C[C@H](O)[C@@H](CO)O3)n2)c1,-2,0.2,4,7,-4,-1,-5,4,0
O=C(N1CCOCC1)N1CCC(n2nnc3cc(F)ccc32)CC1,-1,0.7,2,11,7,-2,-2,-5,1
O=C(c1cc(-c2ccc3c(c2)OCO3)on1)N1CCN(c2ccc(F)cc2)CC1,9,0.9,-2,32,-3,2,-49,-7,0
CSC1=NCCN1C(=O)c1ccc(S(=O)(=O)N2CCOCC2)cc1,3,0.0,1,12,0,1,-18,-5,2
Cn1c2c(c(=O)n(C)c1=O)[C@@]1(C(=O)Nc3ccccc31)C(C#N)=C(N)O2,4,1.7,-3,18,3,0,1,4,4
CCOC(=O)CSc1nc(-c2cccs2)nc2c1c(=O)n(C)c(=O)n2C,-1,0.4,-1,-6,0,1,-5,7,1
Cc1onc(-c2ccccc2)c1C(=O)Nc1nnc(-c2ccncc2)s1,31*,-0.2,-15,-5,14,10,10,4,-1
O=c1[nH]c(/C=C/c2ccccc2Cl)c([N+](=O)[O-])c(=O)[nH]1,-1,0.1,-9,7,8,10,1,6,0
C(=C\c1ccc2nncn2c1)/c1ccccc1,1,2.5,6,23,1,0,-10,6,2
CN1CCN(C(=O)CCNC(=O)Cn2cnc3ccccc3c2=O)CC1,-7,0.5,10,2,2,-1,-8,11,1
C/C(CC(=O)Nc1cccnc1)=N/NC(=O)COc1ccc(Cl)cc1Br,1,1.0,2,32,4,0,-19,-4,1

# A second format for some results above.
canonical_smiles	CHRM4 PAM	CHO-K1 Ca ag	CHRM5 antagonist	M1 PAM parental	CHRM5 PAM	CHRM5 agonist	CHO-K1 Ca antag	CHRM4 antagonist	M4 ag
CSC1=NCCN1C(=O)c1ccc(S(=O)(=O)N2CCOCC2)cc1	3	0.0	1	12	0	1	-18	-5	2
Cn1c2c(c(=O)n(C)c1=O)[C@@]1(C(=O)Nc3ccccc31)C(C#N)=C(N)O2	4	1.7	-3	18	3	0	1	4	4
CCOC(=O)CSc1nc(-c2cccs2)nc2c1c(=O)n(C)c(=O)n2C	-1	0.4	-1	-6	0	1	-5	7	1
Cc1onc(-c2ccccc2)c1C(=O)Nc1nnc(-c2ccncc2)s1	31*	-0.2	-15	-5	14	10	10	4	-1
O=c1[nH]c(/C=C/c2ccccc2Cl)c([N+](=O)[O-])c(=O)[nH]1	-1	0.1	-9	7	8	10	1	6	0
C(=C\c1ccc2nncn2c1)/c1ccccc1	1	2.5	6	23	1	0	-10	6	2

# Following part.
SMILES,CHRM4 PAM,CHO-K1 Ca ag,CHRM5 antagonist,M1 PAM parental,CHRM5 PAM,CHRM5 agonist,CHO-K1 Ca antag,CHRM4 antagonist,M4 ag
COCCCN1CN(S(=O)(=O)c2cccs2)c2nc3ccccc3nc21,9,1.1,12,15,-1,-5,-16,0,1
CCc1cc(=O)oc2c(C)c(OCC(=O)NCC3CCC(C(=O)O)CC3)ccc12 (stereo unspecified),5,-0.1,-5,12,8,2,5,-17,0
COC(=O)c1sccc1NC(=O)Nc1ccc(OC)cc1,-1,1.9,3,2,-7,-2,-10,2,5
CCC1=Nc2cc(C(=O)NCc3ccco3)ccc2Sc2ccccc21,-2,0.8,0,20,-1,-5,-9,1,1
O=C(O)CCc1ccc(-c2cccs2)n1NC(=O)c1ccccc1Br,16,0.4,-1,21,-1,5,-5,-7,1
Oc1ccc(CN2CCN(c3ncccn3)CC2)cc1,2,0.1,-1,3,0,-2,-7,-8,1
Cc1cccc(C(=O)NC2CCN(C(=S)NCc3ccco3)CC2)c1,4,2.4,9,-1,-1,3,-19,-6,7
O=C(C(Cc1ccccc1)n1cccc1)N1CCc2ccccc21 (stereo unspecified),-12,3.8,13,16,-18,-1,-6,15,14
COc1ccc(CCNC(=O)CCC(=O)c2cccs2)cc1OC,-6,-0.3,5,-26,8,2,28*,2,0
CCOc1ccc(NC(=O)CCC(=O)N/N=C2\CCCc3ccccc32)cc1,3,0.3,2,7,-2,-3,-5,-18,1
COc1ccc(N=Cc2nc(-c3ccccc3)oc2OC(=O)c2ccccc2)cc1,-2,0.6,7,19,-4,3,-5,2,2
O=C(NC1CCCCC1)C(c1ccc2ncccc2c1)N(Cc1ccco1)C(=O)c1ccc2c(c1)OCCO2 (stereo unspecified),-14,2.5,6,12,-9,1,1,4,5
COc1ccc(CNC(=O)COC(=O)c2sccc2C)cc1OC,7,2.9,10,18,3,7,-9,0,6
O=C(c1ccccc1)N1CCC(c2nc3c(nnn3Cc3ccccc3Cl)c(=O)[nH]2)CC1,2,0.6,0,0,-4,-2,-16,4,0
Cc1ccccc1C(=O)NCC(=O)NNC(=S)NC(=O)c1ccccc1,8,0.1,7,30,-5,0,-8,6,1
CCN(C(=O)COC(=O)CCC(=O)c1ccc(C)cc1)c1c(N)n(Cc2ccccc2)c(=O)[nH]c1=O,1,-0.1,8,6,0,-1,-10,5,1
CCOC(=O)c1cnc2c(C)cccc2c1NCCc1ccc(OC)c(OC)c1,-10,0.5,0,5,-6,-9,3,-6,4
CC(C)c1ccc(NC2CCCN(C(=O)c3n[nH]c4c3CCC4)C2)cc1 (stereo unspecified),-4,11,4,5,-9,4,-3,-4,12
Cc1ccc(CSCC(=O)NN=C2CCN(C)CC2)cc1,1,0.7,-6,18,-5,-3,-3,-13,1
CC(=O)N1N=C2c3ccccc3CCC2C1c1cccs1 (stereo unspecified),-8,1.1,8,19,-5,-4,-4,-1,1
COc1ccc(CCNC(=O)c2n[nH]c3ccccc23)cc1,-14,4.0,3,11,-10,4,-6,3,6
CN(c1ccccc1)S(=O)(=O)c1cccc(NC(=O)COc2cccc([N+](=O)[O-])c2)c1,-9,7.3,20,-5,-41,-2,-11,13,27
COc1ccc(-n2c(=O)c3c4c(sc3n3cnnc23)CC(C)CC4)cc1 (stereo unspecified),10,0.0,3,21,4,-3,-13,3,-1
CCCCN(C(=O)c1ccc(N2CCCC2=O)cc1)c1c(N)n(CC(C)C)c(=O)[nH]c1=O,0,0.2,1,17,3,-2,-23,-4,0

# Source: PubChem BioAssay
